DYRK1A inh: blocks rat Dyrk1A kinase activity | ADP-Glo luminescence, NFATc1 peptide | Q63470 | AID 504441 | 0.43% of 310,000 active | inhibition, % at 12.5 µM; in the data active means inhibition above about 50%;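 further: plate controls were vehicle with enzyme for no effect and no enzyme for full effect; many of its hits are not listed in these tables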
HDAC3 inhib: inhibitors of human histone deacetylase 3. recombinant HDAC3, fluorogenic peptide/trypsin coupled, fluorescence. O15379. inhibition, % at 8.3 µM. AID 2718. 0.15% of 320,000 active; in the data active means inhibition above about 26%, passing the limit was not always enough; inconclusive means no clear call, values can overlap the other calls
Target sequence (O15379 whole entry, looked up): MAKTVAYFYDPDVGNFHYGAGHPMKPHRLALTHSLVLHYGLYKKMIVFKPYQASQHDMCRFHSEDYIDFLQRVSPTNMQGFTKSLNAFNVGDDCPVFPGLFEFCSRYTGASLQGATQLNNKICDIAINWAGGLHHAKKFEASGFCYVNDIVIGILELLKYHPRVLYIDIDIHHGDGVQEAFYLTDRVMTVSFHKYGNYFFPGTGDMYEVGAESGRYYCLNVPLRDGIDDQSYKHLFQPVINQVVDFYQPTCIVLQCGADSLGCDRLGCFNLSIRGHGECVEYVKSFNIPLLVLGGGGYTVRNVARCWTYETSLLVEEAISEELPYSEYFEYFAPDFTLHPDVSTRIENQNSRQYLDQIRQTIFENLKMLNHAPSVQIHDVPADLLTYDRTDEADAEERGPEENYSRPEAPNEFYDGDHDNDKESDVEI
KCNK3 block: human KCNK3 channel inhibition, primary screen | 0.84% of 340,000 active | B-score at 10 µM | CHO-KCNK3 thallium flux, FluxOR fluorescence; hits give low values | AID 602410;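 active means B-score under library mean minus 4 SD, starting fluorescence ratio at most library mean plus 5 SD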;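 further: more negative B-score means stronger inhibition of thallium flux through KCNK3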
Target sequence (O14649 whole entry, looked up): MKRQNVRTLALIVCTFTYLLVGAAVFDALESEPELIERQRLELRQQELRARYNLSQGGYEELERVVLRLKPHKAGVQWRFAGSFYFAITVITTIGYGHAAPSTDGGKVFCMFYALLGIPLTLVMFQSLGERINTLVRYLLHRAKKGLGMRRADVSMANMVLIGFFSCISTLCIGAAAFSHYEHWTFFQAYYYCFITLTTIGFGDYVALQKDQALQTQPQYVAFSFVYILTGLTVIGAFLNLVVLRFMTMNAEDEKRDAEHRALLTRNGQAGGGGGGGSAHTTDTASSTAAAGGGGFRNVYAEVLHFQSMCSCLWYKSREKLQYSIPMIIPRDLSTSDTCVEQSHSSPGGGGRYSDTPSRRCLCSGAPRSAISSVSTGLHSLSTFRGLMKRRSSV
TMEM16A act: activates or potentiates the mouse TMEM16A chloride channel. Q8BHY3. HEK293 TMEM16A/YFP-H148Q/I152L, iodide quench fluorescence; hits give low values. B-score at 10 µM. 0.3% of 340,000 active. AID 623877;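 active means fluorescence-ratio B-score plate-corrected deviation score at least 3 library SD below zero, with starting fluorescence score within 5 deviations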;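 further: channel opened by trigger with iodide after compound preincubation; score built on the fluorescence ratio of max minus min over baseline; more negative score means more quench and so TMEM16A activation or potentiation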
The depositor's hits bear a star; i = inactive; u = inconclusive.

SMILES	DYRK1A inh	HDAC3 inhib	KCNK3 block	TMEM16A act
Cc1nc(-c2cccc(NC(=O)c3cccc(S(=O)(=O)N4CCCC4)c3)c2)cs1	10	8	i	i
CCc1ccccc1NC(=O)CN1CCN(C(=O)CNC(=O)c2ccccc2F)CC1	-5	-5	i	i
Cc1ccsc1C(=O)OCC(=O)N1CC(C)CC(C)C1 (stereo not given)	-4	4	i	i
COC(=O)C1CCN(C(=O)c2ccc(OC)c(S(=O)(=O)N3CCCc4ccccc43)c2)CC1	2	10	i	i
C[C@H](CO)N1C[C@H](C)[C@@H](CN(C)S(=O)(=O)c2cccs2)Oc2ccc(NC(=O)c3ccncc3)cc2C1=O	-3	-3	i	i
CCOC(=O)[C@H]1[C@H]2COc3ccc(C)cc3[C@@H]2N2C(=O)c3ccc(Cl)cc3NC(=O)[C@@]12C	-1	2	i	i
CSCC[C@H](NC(=O)c1cccc(S(=O)(=O)N2CCCCC2)c1)c1nc2ccccc2[nH]1	1	-2	i	i
O=S(=O)(c1ccc(NCCOc2ccccc2)nc1)N1CCCC1	-3	3	i	i
O=C(COc1ccc(F)cc1Cl)NC1CCCCCC1	-7	12	i	i
CC(C)(C)OC(=O)C[C@@H]1C/C=C\C[C@@H](CC(=O)N(CCO)Cc2ccccc2)C(=O)N[C@@H](c2ccccc2)COC1=O	7	4	i	i
COc1ccc(Cl)cc1NC(=O)Cn1c(C)csc1=O	-5	-3	i	i
CCOC(=O)[C@H]1[C@H]2COc3ccc(Br)cc3[C@@H]2N2C(=O)CN(CC3CCCO3)C(=O)[C@@]12C (stereo not given in full)	3	2	i	i
CC(C)(C)OC(=O)N1CCC(C(=O)Nc2ccc(C(=O)N3CCOCC3)cc2)CC1	6	1	i	i
CN(Cc1ccccc1)C(=O)c1nc[nH]c1C(=O)N(C)Cc1ccccc1	3	-7	i	i
C/C=C/C1=CC(=O)C[C@H](c2ccc(F)cc2)C1	-3	-1	i	i
CCc1noc(C)c1C(=O)OCC(=O)c1ccc(OC)c(OC)c1	3	0	i	i
COc1ccc(C(=O)OCC(=O)NCc2cccs2)c(OC)c1OC	-1	-1	i	i
O=C1[C@H]2[C@@H](C3CC3)N3C(=O)CN(CC4CC4)C(=O)[C@@]3(Cc3ccccc3)[C@H]2C(=O)N1c1ccccc1	0	3	i	i
Cc1ccc(NC(=O)COc2cccc3ccccc23)c(O)c1	1	-9	i	i
O=C(CN1c2cccc3cccc(c23)S1(=O)=O)NCc1ccc(Cl)cc1	-8	-5	i	i
O=C(CSc1n[nH]c(=O)[nH]c1=O)Nc1ccc(SC(F)F)cc1	9	3	i	i
Cc1cc(=O)[nH]c(SCC(=O)Nc2ccc(N3CCCCC3)cc2)n1	3	1	i	i
CN1CCN(C(=O)c2ccccc2NS(=O)(=O)c2ccc(F)cc2)CC1	-1	4	i	i
CC(C)(C)OC(=O)C[C@@H]1C/C=C\C[C@@H](CC(=O)N(CCO)Cc2ccccc2)C(=O)N[C@H](C(C)(C)C)COC1=O	0	-2	i	i
COc1ccc(CN2C(=O)C(C)Nc3ncnc(N4CCN(c5ccccn5)CC4)c32)cc1 (stereo not given)	1	-1	i	i
COc1ccc(Cl)cc1S(=O)(=O)N1CCN(C(=O)c2n[nH]c(=O)c3ccccc23)CC1	2	-7	i	i
c1ccc(CNc2c(-c3cccc(SC4CCCCC4)c3)nc3ccccn23)cc1	-2	-28	i	i
O=C(COC(=O)c1cc(S(=O)(=O)Nc2ccccc2Cl)ccc1O)Nc1ccc(F)c(F)c1F	-4	1	i	i
CC(C)(C)OC(=O)C[C@H]1C/C=C\C[C@@H](CC(=O)N(CCO)Cc2ccccc2)C(=O)NC[C@H](c2ccccc2)OC1=O	-9	5	i	i
O=C(CN1C(=O)NC2(CCCCCC2)C1=O)NCc1ccc(F)cc1	-5	-1	i	i
Cc1cc(C(=O)CN2CCN(CC(=O)Nc3ccc(F)cc3)CC2)c(C)n1C1CC1	-3	4	i	i
CCOC(=O)C1=C(CC)Nc2ccccc2N/C1=N\S(=O)(=O)c1ccccc1F	7	13	i	i
Cc1ccc(S(=O)(=O)N2CCC[C@H]2C(=O)OCC(=O)Nc2ccc3c(c2)OCO3)cc1	2	0	i	i
COc1ccc(S(=O)(=O)N2CCCCC2)cc1NC(=O)C1CCCC1	6	-5	i	i
O=C(CNC(=O)c1cc(Cl)cc([N+](=O)[O-])c1)OCC(=O)N1CCCCC1	0	-3	i	i
O=C(CCc1ccc(S(=O)(=O)N2CCOCC2)cc1)OCC(=O)c1ccccc1F	-3	3	i	i
CC(=O)c1ccc(S(=O)(=O)N2CCn3cccc3C2C)cc1 (stereo not given)	-3	-5	i	i
C[C@]12CC[C@H](O)CC1=CCC1C2CC[C@@]2(C)C1CC[C@@H]2NC(=O)[C@@H](N)Cc1ccccc1 (stereo not given in full)	4	-10	i	i
O=C(CCN1C(=O)C2CC=CCC2C1=O)OCC(=O)c1ccc(F)cc1 (stereo not given)	-7	3	i	i
O=C1C=C(c2ccc3c(c2)OCCO3)C[C@@H](c2ccc(F)cc2)C1	13	1	i	i
COc1ccccc1NC(=O)C(C)OC(=O)CCNS(=O)(=O)c1cccc(C(F)(F)F)c1 (stereo not given)	4	8	i	i
Cc1cnc(C(=O)OCC(=O)Nc2ccc(Br)c(C)c2)cn1	-4	2	i	i
COc1ccc(C(CNC(=O)C(C)Oc2ccc(Br)cc2)N2CCCCC2)cc1 (stereo not given)	3	-3	i	i
COc1cc(C(=O)Nc2cc(S(C)(=O)=O)ccc2Cl)ccc1OCC(=O)N1CCOCC1	1	0	i	i
CC(Sc1n[nH]c(-c2ccccc2F)n1)C(=O)Nc1ccc(S(N)(=O)=O)cc1 (stereo not given)	0	-6	i	i

Fetched by compound from the list above, 4 records:
SMILES	DYRK1A inh	HDAC3 inhib	KCNK3 block	TMEM16A act
CC(Sc1n[nH]c(-c2ccccc2F)n1)C(=O)Nc1ccc(S(N)(=O)=O)cc1 (stereo not given)	0	-6	i	i
O=C(CCN1C(=O)C2CC=CCC2C1=O)OCC(=O)c1ccc(F)cc1 (stereo not given)	-7	3	i	i
COc1ccccc1NC(=O)C(C)OC(=O)CCNS(=O)(=O)c1cccc(C(F)(F)F)c1 (stereo not given)	4	8	i	i
COc1ccc(S(=O)(=O)N2CCCCC2)cc1NC(=O)C1CCCC1	6	-5	i	i

Remaining list, next part:
SMILES	DYRK1A inh	HDAC3 inhib	KCNK3 block	TMEM16A act
Cc1cc(Cn2nnc(-c3ccc(Br)cc3)n2)cc(C)c1O	0	5	i	i
COc1ccc(NC(=O)CCN2C(=O)NC3(CCCC3)C2=O)cc1Cl	0	-5	i	i
C[C@H](CO)N1C[C@H](C)[C@@H](CN(C)Cc2ccc(-c3ccccc3)cc2)Oc2c(NS(=O)(=O)c3ccc(F)cc3)cccc2C1=O	9	16	i	i
COc1ccccc1NC(=O)Nc1ccc(S(=O)(=O)Nc2onc(C)c2C)cc1	10	-2	i	i
CN(C)S(=O)(=O)n1cnc([C@H]2c3c(ncn3Cc3ccccc3)C[C@H]3COC(=O)[C@@H]32)c1	-8	-7	i	i
O=C(NS(=O)(=O)N1CCCC1)C1=C(N2CCCC2)COC1=O	-6	8	i	i
NS(=O)(=O)c1cccc(NC(=O)COC(=O)c2ccccc2C(=O)c2ccccc2)c1	-1	0	i	i
CC(Sc1cccc[n+]1[O-])C(=O)Nc1cc(Cl)c(Cl)cc1Cl (stereo not given)	1	5	i	i
Cn1c(N)c(C(=O)COC(=O)/C=C/c2ccc(Cl)cc2)c(=O)n(C)c1=O	-6	11	i	i
CN(C)S(=O)(=O)c1cccc(C(=O)Nc2ccccc2C(=O)NC2CC2)c1	5	-1	i	i
CN(CC(=O)Nc1ccccc1C(=O)Nc1ccccc1)C1CCCCC1	-4	-7	i	i
Cc1ccc(S(=O)(=O)NC(CC(C)C)C(=O)NCCCn2nc(C)cc2C)cc1 (stereo not given)	0	5	i	i
O=C(CCCOc1ccccc1)Nc1cccc(S(=O)(=O)N2CCCCCC2)c1	1	8	i	i
CCN(C[C@H]1N[C@@](CC)(C(=O)OC)[C@H]2C(=O)N(C)C(=O)[C@@H]12)S(=O)(=O)c1ccc(OC)cc1	-5	7	i	i
CC1(C)O[C@@H]2[C@H](O1)[C@@H](COS(=O)(=O)O)O[C@H]2n1c(=S)[nH]c2c(=O)[nH]c(N)nc21	-3	12	i	i
O=C(NCc1ccccc1)c1ncn(Cc2ccccc2)c1C(=O)NCc1ccccc1	-1	0	i	i
COc1ccc(NC(=O)CCCOc2ccc(Cl)c(C)c2)cc1S(=O)(=O)N1CCOCC1	-2	10	i	i
O=C(C1CCC1)N1CCN(S(=O)(=O)c2ccc([N+](=O)[O-])cc2)CC1	0	-4	i	i
CC1CCCCC1NC(=O)COC(=O)c1ccc2c(c1)NC(=O)CS2 (stereo not given)	1	-2	i	i
Cc1cccc(NC(=O)COC(=O)c2cccc(S(=O)(=O)N3CCCCCC3)c2)c1	-4	-2	i	i
Cn1c(CC(=O)NNC(=O)c2ccccc2F)nc2ccccc21	-2	-1	i	i
CCCCn1c(N)c(N(CCC(C)C)C(=O)c2cc(Cl)nc3ccccc23)c(=O)[nH]c1=O	1	4	i	i
O=C1CN(C(=O)COC(=O)[C@@H]2CCCN2S(=O)(=O)c2ccc(Cl)cc2)c2ccccc2N1	0	-2	i	i
CCCCn1c(N)c(N(CC(C)C)C(=O)C2=NN(c3ccccc3)C(=O)CC2)c(=O)[nH]c1=O	-4	-1	i	i
CSc1ccccc1NC(=O)CN(C)C(=O)c1ccc(-n2cccn2)cc1	8	3	i	i
Cc1ccc(NC(=O)Cc2ccccc2F)cc1S(=O)(=O)N1CCCCCC1	2	u	i	i
CC(=O)Nc1ccc(C(=O)CN2C(=O)NC3(CCCc4ccccc43)C2=O)c(F)c1 (stereo not given)	4	4	i	i
Cc1cccc(C(=O)OCC(=O)NC(=O)NCc2ccccc2)c1	2	-1	i	i
c1ccc(-c2sc3ccccc3c2-c2ccc(OCCN3CCCC3)cc2)cc1	6	-2	i	i
O=C(c1cc(Br)ccc1OC(F)F)N1CCN2CCCC2C1 (stereo not given)	-2	3	i	i
CCOC(=O)[C@@H]1[C@H]2COc3cc(OC)ccc3[C@H]2N2C(=O)N(c3cccc(F)c3)C(=O)[C@]12C	6	1	i	i
Cc1ccc(S(=O)(=O)NCCC(=O)NNC(=O)COc2ccccc2Cl)cc1C	-4	5	i	i
COc1ccc(CC(=O)Nc2ccc(F)c(F)c2F)cc1S(=O)(=O)N1CCOCC1	1	-1	i	i
Cc1ccc(Nc2nnc(SCC(=O)NC3CC3)s2)cc1	-2	-7	i	i
CN(C(=O)COC(=O)c1ccccc1SCC(=O)N1CCCC1)C1(C#N)CCCCC1	1	-2	i	i
CCOC(=O)C1CCN(C(=O)c2ccc(S(=O)(=O)Nc3ccccc3OC)cc2)CC1	1	0	i	i
C=CCC[C@H](Cc1ccc(F)cc1)C(=O)OC[C@@H](Cc1c[nH]c2ccccc12)NC(=O)[C@H](CC=C)CC(=O)NCCO	3	u	i	i
NS(=O)(=O)c1ccc(CCNC(=O)COC(=O)CCc2c[nH]c3ccccc23)cc1	-8	4	i	i
Cc1c(NC(=O)COC(=O)c2ccc(Cl)nc2)c(=O)n(-c2ccccc2)n1C	-1	0	i	i
Cc1ccc(S(=O)(=O)N2CCC[C@H]2C(=O)NCc2ccccc2Cl)cc1	-6	5	i	i
Cn1cccc1C(=O)NC(=O)COC(=O)CCNS(=O)(=O)c1cccc(C(F)(F)F)c1	9	4	i	i
COc1ccc(C(C)=O)cc1COC(=O)CNC(=O)C1CCCCC1	-3	8	i	i
O=C(Cc1c(Cl)cccc1Cl)N1CCN(S(=O)(=O)c2cccs2)CC1	-7	0	i	i
O=C1CC/C=C\C[C@@H](CC(=O)N(CCO)Cc2ccccc2)C(=O)N[C@H](Cc2ccccc2)CO1	7	2	i	i
O=C(CCNS(=O)(=O)c1ccc(F)c(Cl)c1)NCc1ccccc1F	5	4	i	i
COc1cc2c(C#CCO)c(-c3ccc(C#N)cc3)oc(=O)c2cc1OC	-1	-11	i	i
CC(=O)c1cc2c(cc1NC(=O)C1CN(C(C)=O)c3ccccc3O1)OCO2 (stereo not given)	-1	1	i	i

Compound activity as filed in PubChem.

Not all compounds are listed. The share of hits here may be higher or lower than overall.
